Rab7 wt GTP bind = alters GTP binding to wildtype dog Rab7; GST-Rab7 beads, fluorescent GTP binding, flow cytometry; actives lie on both sides; untreated = 100%, excess cold GTP = 0%; AID 758; GTP binding activity (percent of control), % at 10 µM; 190,000 tested, 0.055% active;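 active = fluorescent GTP binding to Rab7 beads changed by at least 20 points from the 100% baseline, either direction, mostly lower; inconclusive = compound itself probably fluorescent, or too few beads counted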;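 note: median green fluorescence of bound Bodipy-FL-GTP per Rab7 bead population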
Cdc42 wt = changes GTP binding to wildtype human Cdc42; P60953; GST-Cdc42 beads, Bodipy-GTP binding, flow cytometry; actives lie on both sides; percent activity (GTP binding), % at 10 µM; 190,000 tested, 0.2% active;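 active = percent activity GTP binding at least 20 points away from the 100% baseline, either down as inhibitor or up as activator; inconclusive = compound flagged as likely green fluorescent from well-wide comparison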;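 note: median bead fluorescence of bound Bodipy-FL-GTP at 100 nM; 0% = excess unlabeled GTP control and 100% = no compound control; below 100% means less GTP binding so inhibitor and above means activator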
Target sequence (P60953 whole entry, looked up): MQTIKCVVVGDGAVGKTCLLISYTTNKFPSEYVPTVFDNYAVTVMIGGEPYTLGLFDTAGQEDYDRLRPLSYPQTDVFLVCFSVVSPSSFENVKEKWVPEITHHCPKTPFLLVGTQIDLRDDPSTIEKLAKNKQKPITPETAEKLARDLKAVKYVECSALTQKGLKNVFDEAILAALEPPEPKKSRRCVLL
Avidin bead fluor = compound fluoresces at 488/530 nm on avidin beads; 220,000 tested, 0.38% active; fluorescence (KMESF) at 10 µM; compound fluorescence 488/530 nm, flow cytometry; active compounds read high; in the data active = fluorescence above about 47; note: inactives centre near 10
Pf gametocyte = inhibitors of late stage P. falciparum gametocyte viability. inhibition, % at 10.9 µM. P. falciparum stage V gametocytes, ATP luminescence, 24 h. 150,000 tested, 0.065% active;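 active = inhibition above the mean plus 3 SD of compounds within the control limits, set per campaign, cut at about 38% in these data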;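 note: 0% = DMSO wells and 100% = medium only without gametocytes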
Rac1 mut GTP = human Rac1 activated mutant GTP binding change | percent activity (GTP binding), % at 10 µM | GST-Rac1 activated beads, fluorescent GTP binding, flow cytometry; actives lie on both sides; 100% means binding = to untreated wells | P63000 | 190,000 tested, 0.11% active;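 active = GTP binding at least 20 percentage points away from the 100% baseline, in either direction, so actives lie on both sides; inconclusive = Compound likely fluorescent itself, or too few beads counted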
GSH fluor = compound fluoresces at 488/530 nm on GSH beads; 190,000 tested, 0.25% active; AID 1776; GSH beads flow cytometry, compound fluorescence 488/530 nm; active compounds read high; fluorescence (KMESF) at 10 µM; in the data active = fluorescence above about 89;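 note: glutathione beads carrying GST-tagged Bcl family fusion proteins plus one bare bead set; values are compound well signal with DMSO vehicle wells as background; inactives centre near 16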
Rac1 wt modul = human Rac1 wildtype GTP binding, inhibitors and activators; GST-Rac1 beads, fluorescent GTP binding, flow cytometry; actives lie on both sides; 0 = cold GTP competed, 100 = untreated; P63000; 190,000 tested, 0.27% active; GTP binding activity (% of control), % at 10 µM; AID 757;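 active = GTP binding activity at least 20 points away from the 100% control level, either lower or higher; inconclusive = compound flagged as likely green fluorescent, judged across all proteins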
Mcl1 Noxa PPI = disrupts binding of human Mcl-1 to Noxa peptide. 220,000 tested, 1.5% active. inhibition, % at 21.7 µM. TR-FRET Mcl-1/Noxa peptide binding, 2 h;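 active = compounds that cut the protein-peptide binding signal by more than 50% relative to plate controls in a single-dose test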;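 note: His-tagged Mcl-1 with rhodamine Noxa BH3 peptide and terbium anti-His antibody; 0% = Mcl-1 plus Noxa peptide wells and 100% = peptide-only wells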
Target sequence (Q07820 whole entry, looked up): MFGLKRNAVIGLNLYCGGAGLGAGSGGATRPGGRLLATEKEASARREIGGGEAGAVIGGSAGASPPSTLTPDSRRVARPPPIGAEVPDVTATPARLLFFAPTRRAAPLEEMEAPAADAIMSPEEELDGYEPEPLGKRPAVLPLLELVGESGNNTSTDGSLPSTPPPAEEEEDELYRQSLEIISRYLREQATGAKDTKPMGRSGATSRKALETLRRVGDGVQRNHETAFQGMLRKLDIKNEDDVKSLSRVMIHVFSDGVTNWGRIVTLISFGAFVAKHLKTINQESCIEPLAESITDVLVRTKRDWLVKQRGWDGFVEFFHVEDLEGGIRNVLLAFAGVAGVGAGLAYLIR
Mcl1-Bid inh = disrupts binding of human Mcl-1 to Bid peptide | Q07820 | TR-FRET Mcl-1/Bid-Dy647 peptide binding, 1536-well | inhibition, % at 21.7 µM | 220,000 tested, 0.97% active;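 active = compounds that cut the binding signal by more than half at the single screening dose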;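 note: His-tagged Mcl-1 with europium anti-His antibody binding Bid BH3 peptide; 0% = Mcl-1 plus peptide wells and 100% = peptide-only wells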
HRas wt GTP = modulators of GTP binding to human HRas wildtype; P01112; GST-Ras wt beads, Bodipy-FL-GTP binding, flow cytometry; actives lie on both sides; 190,000 tested, 0.14% active; GTP binding activity, % at 10 µM;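 active = GTP binding activity at least 20% away from the 100% baseline, either lowered as inhibitor or raised as activator; inconclusive = flagged as likely green fluorescent, judged across all proteins in the well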;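 note: 0% = unlabeled GTP competition control and 100% = no-compound control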
Target sequence (P01112 whole entry, looked up): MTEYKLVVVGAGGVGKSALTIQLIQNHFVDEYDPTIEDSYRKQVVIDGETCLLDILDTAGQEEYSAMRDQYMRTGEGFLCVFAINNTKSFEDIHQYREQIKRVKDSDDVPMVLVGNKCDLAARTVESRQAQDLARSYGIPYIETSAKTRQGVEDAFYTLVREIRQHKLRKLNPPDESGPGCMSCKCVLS
Rab2 wt GTP = changes GTP binding to wildtype dog Rab2A, up or down | P61105 | GST-Rab2 wt beads, Bodipy-GTP binding, flow cytometry | GTP binding activity, % at 10 µM | 190,000 tested, 0.19% active | AID 760;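 active = GTP binding activity at least 20 points away from 100%, either lowered or raised; inconclusive = signal likely due to the compound's own green fluorescence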;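 note: 0% = beads with excess unlabeled GTP and 100% = no-compound control corrected for plate trend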
Active calls of the source: *; ? = inconclusive; . = not tested or not shown. The order is random; overall some 3% were active at least once.

The opening 2 records (preview)
SMILES	Rab7 wt GTP bind	Cdc42 wt	Avidin bead fluor	Pf gametocyte	Rac1 mut GTP	GSH fluor	Rac1 wt modul	Mcl1 Noxa PPI	Mcl1-Bid inh	HRas wt GTP	Rab2 wt GTP
CCN(CC)S(=O)(=O)c1cccc(C(=O)OCC(=O)c2ccc3c(c2)OCCO3)c1	96	95	6	.	100	10	99	-2	-31	98	96
CCOC(=O)c1cc([N+](=O)[O-])c([N+](=O)[O-])cc1NC(C)=O	91	78*	1	-9	80	12	96	25	18	93	91

This part in full (from the top)
SMILES	Rab7 wt GTP bind	Cdc42 wt	Avidin bead fluor	Pf gametocyte	Rac1 mut GTP	GSH fluor	Rac1 wt modul	Mcl1 Noxa PPI	Mcl1-Bid inh	HRas wt GTP	Rab2 wt GTP
CCN(CC)S(=O)(=O)c1cccc(C(=O)OCC(=O)c2ccc3c(c2)OCCO3)c1	96	95	6	.	100	10	99	-2	-31	98	96
CCOC(=O)c1cc([N+](=O)[O-])c([N+](=O)[O-])cc1NC(C)=O	91	78*	1	-9	80	12	96	25	18	93	91
O=C(COc1ccc(S(=O)(=O)NC2CCCCC2)cc1Cl)NCC1CCCO1 (centres undefined)	98	102	9	.	99	8	106	-3	-36	100	97
CC(C)C(=O)Nc1cccc(-c2csc(-c3ccccc3)n2)c1	101	99	16	-5	100	15	100	4	-5	99	101
O=c1ccnc(S/C=C/c2ccccc2)[nH]1	103	103	16	.	96	4	101	0	-18	105	102
COc1ccc(/C(O)=C2/C(=O)C(=O)N(c3nc(C)c(C)s3)C2c2ccco2)cc1 (centres undefined)	101	99	6	.	97	55	101	3	-6	98	97
O=C1C2CC=CCC2C(=O)N1c1ccc(Cc2ccncc2)cc1 (centres undefined)	101	103	9	.	105	8	112	1	-14	102	101
O=C(CNC(=O)c1cccc(Br)c1)N/N=C/c1cn[nH]c1-c1ccccc1	99	104	14	-7	98	9	102	8	-18	102	97
CCOC(=O)c1sc2ncn(CC(=O)NCC3CCCO3)c(=O)c2c1C (centres undefined)	99	105	10	.	103	20	103	15	-2	104	104
Cc1nc(-c2cccc(NS(=O)(=O)c3ccc4ccccc4c3)c2)cs1	90	94	12	-12	91	26	97	-25	-10	91	90
COc1ccc(CN=CC2=C(O)CNC2=O)cc1	98	105	7	-1	100	11	107	16	5	103	101
CCOc1ccc(C(NC(C)=O)c2ccc(OC)c(OC)c2)cc1 (centres undefined)	106	94	11	5	93	18	100	-13	5	100	101
O=C(Nc1cccc(F)c1)N1C2CCC1CC(O)(c1cccnc1)C2 (centres undefined)	100	95	8	-4	91	12	94	-5	-3	94	97
O=C(CN1CCN(CC(=O)Nc2ccc3c(c2)OCO3)CC1)Nc1ccc(F)cc1	94	97	9	4	100	36	102	28	-14	98	99
CCOc1ccccc1N(CC(=O)NCc1ccc(OC)cc1)S(C)(=O)=O	101	101	31	.	101	18	104	-14	-9	102	100
O=C(Cc1ccc(F)cc1)Nc1ccccc1Sc1ccccc1	?	?	3	-10	?	8	?	6	-32	?	?
CCC1=Nc2cc(C(=O)O)ccc2Sc2ccccc21	93	98	7	.	96	18	101	15	-2	97	98
CC(NC(=O)c1ccccc1NC(=O)c1ccncc1)c1ccccc1 (centres undefined)	97	96	10	23	98	16	97	6	-19	97	93
O=c1oc2ccccc2cc1-c1nc2c(s1)CCc1ccccc1-2	101	100	10	7	96	12	98	4	-27	99	95
Cc1c(C(=O)O)sc2nc3n(c(=O)c12)CCC(C)CC3 (centres undefined)	99	100	7	5	99	67	102	19	-16	100	99
Cc1cc(CNC(=O)COc2ccc(F)cc2F)c2ccccc2n1	100	97	9	.	96	9	99	7	3	98	100
C=CCN(CC=C)S(=O)(=O)c1ccc(NC(=S)NC(=O)c2ccc(-c3ccccc3)cc2)cc1	93	95	4	-27	94	35	95	13	-30	96	94
CC(=O)N/C(=C\c1ccc(F)cc1)C(=O)N(C)C	104	106	3	2	104	10	111	5	-15	103	103
Cc1cc(NC(=S)N(CCN2CCCCC2)Cc2ccco2)ccc1Cl	93	99	13	8	94	10	100	39	-16	96	96
COc1cc(/C=C/C(=O)NCCN2CCOCC2)cc(OC)c1OC	96	101	13	16	103	9	103	-10	-56	101	102
COc1ccc(C(C)C)cc1S(=O)(=O)n1ccnc1C	96	102	2	-14	98	6	100	11	-7	97	98
Cc1cccc(/C=c2\s/c(=C\C(=O)C(C)(C)C)[nH]c2=O)c1	101	96	13	16	98	32	99	3	-25	99	98
CCCC(c1nnnn1Cc1ccco1)N1CCC(C(N)=O)CC1 (centres undefined)	99	100	16	-12	98	26	100	33	20	100	99
O=C(NCc1ccco1)c1cccc(NC(=O)c2ccco2)c1	96	101	13	.	99	5	100	12	-22	100	96
COc1ccccc1NS(=O)(=O)c1ccc(N/N=C/c2c(C)nn(-c3ccccc3)c2N2CCCC2)c([N+](=O)[O-])c1	96	98	9	.	96	5	99	2	-4	99	100
Cc1ccc(CNC(=O)CCCN2C(=S)NC(C)(C)CC2C)cc1 (centres undefined)	96	97	9	-11	98	16	96	16	-23	95	99
CCCN1C(=O)/C(=N\OCC(=O)Nc2ccc(C(C)C)cc2)c2ccccc21	97	97	24	14	95	11	101	15	-9	100	97
O=C(CCCN1Cc2ccccc2C1)c1ccc(F)cc1	98	99	23	.	98	55	105	8	-38	99	98
O=C(Nc1ccc2oc(-c3ccncc3)nc2c1)c1cccs1	96	94	33	.	94	15	94	22	-2	94	95
COCCn1c(=O)[nH]c2cc(C(=O)NC(C)C)ccc2c1=O	107	110	9	.	102	11	114	8	-20	108	107
CCOC(=O)Cc1csc(NC(=O)CCCCCN2C(=O)c3ccccc3C2=O)n1	96	102	39	.	98	13	101	-22	1	101	98
CCOc1ccc(CNCc2ccccc2Cl)cc1	102	98	11	20	99	22	105	10	-12	100	100
COC(=O)c1cc([N+](=O)[O-])c(-n2ccnc2)c([N+](=O)[O-])c1	99	100	14	2	95	6	99	12	-63	97	97
O=C(Cn1c(COc2ccccc2)nc2ccccc21)Nc1cccc(Cl)c1	98	106	11	-4	100	11	104	-1	-6	98	98
CC(C)Cc1nc(N2CCN(C(=O)c3ccco3)CC2)c(C#N)c2c1CCC2	102	104	39	12	100	10	101	-17	-2	105	104
Cc1ccccc1Nc1nc(N)nc(COC(=O)/C=C/c2ccco2)n1	97	87	18	0	90	11	88	-21	-26	90	91
CCCCCNC(=O)c1ccc2c(=O)n(CCCOCC)c(=S)[nH]c2c1	97	101	7	-1	98	14	102	-2	1	99	98
CN1CCN(S(=O)(=O)c2cccc(S(=O)(=O)c3ccc(Cl)cc3)c2)CC1	97	106	12	.	102	28	106	-11	-28	102	102
c1cncc(-c2nn[nH]n2)c1	106	110	14	.	100	13	108	15	-7	106	102
COc1cccc(/C(O)=C2/C(=O)C(=O)N(CCN(C)C)C2c2ccccn2)c1 (centres undefined)	95	102	9	-13	99	5	100	10	-36	100	97
OC(CN1CCc2ccccc2C1)c1ccccc1 (centres undefined)	105	100	12	-1	99	11	101	15	-6	99	99
O=C(Nc1nccs1)C(=O)c1c[nH]c2ccccc12	102	96	8	.	96	24	97	17	-14	99	97
Cc1sc2nc(CN3CCOCC3)[nH]c(=S)c2c1C	?	?	26	3	?	25	?	14	-49	?	?
N#Cc1cc2c(=O)n3ccccc3nc2n(Cc2ccco2)c1=NC(=O)c1ccco1	97	97	12	-22	98	6	101	11	-32	98	93
Cc1c(C(=O)O)oc2ccc(S(=O)(=O)N3CC(C)CC(C)C3)cc12 (centres undefined)	98	100	11	15	97	16	98	9	-1	101	100
Carrying on:
SMILES	Rab7 wt GTP bind	Cdc42 wt	Avidin bead fluor	Pf gametocyte	Rac1 mut GTP	GSH fluor	Rac1 wt modul	Mcl1 Noxa PPI	Mcl1-Bid inh	HRas wt GTP	Rab2 wt GTP
COc1ccc(NC(=O)c2ccccc2N(Cc2ccccc2)S(C)(=O)=O)cc1	97	99	5	.	97	18	96	83*	-52	97	99
COCCN1CCCC(CNCc2cn(C)nc2-c2ccc(Oc3ccccc3)cc2)C1 (centres undefined)	100	102	14	.	98	10	102	10	-17	101	99
Cc1onc(-c2c(Cl)cccc2Cl)c1C(=O)N1C=CC(C(F)(F)F)=NCC1	98	101	11	9	99	16	100	-10	-24	103	102
O=C(Nc1ccc(Oc2ccc(NC(=O)C3CCCO3)cc2)cc1)C1CCCO1 (centres undefined)	97	98	12	.	99	38	104	6	-21	102	99
O=C(O)CCNS(=O)(=O)c1ccccc1C(F)(F)F	102	96	10	-12	97	12	99	-6	-28	97	98
O=C(NC(Cc1ccccc1)C(=O)O)c1ccc(S(=O)(=O)N2CCCCC2)cc1 (centres undefined)	99	107	5	.	102	15	106	18	99*	103	101
Cc1nc(N2CCC(C(N)=O)CC2)c2nnn(Cc3ccccc3)c2n1	95	89	22	24	92	24	92	-4	-3	93	92
O=C(NC1CC1)c1ccc(S(=O)(=O)NC2CCCCCC2)cc1	101	110	36	11	102	14	107	11	-1	105	105
Cc1cccc(OCc2nnc(SCC(=O)OC3CCCCC3)o2)c1	97	98	35	.	92	18	102	-10	7	97	98
O=C(CSc1nc2[nH]ncc2c(=O)n1-c1ccccc1)c1ccc2c(c1)OCCO2	95	97	12	.	95	31	95	-116	31	95	95
O=C(COC(=O)c1ccc(Br)o1)NCC1CCCO1 (centres undefined)	99	100	9	-42	97	43	98	-5	-4	99	100
CC(C)(C)C(=O)NC(NC(=O)C(C)(C)C)c1ccc([N+](=O)[O-])cc1	104	100	3	-27	100	6	105	14	-18	100	98
O=C(N/N=C/c1ccc(-c2cccc([N+](=O)[O-])c2)o1)c1ccc([N+](=O)[O-])cc1	96	90	9	-40	92	13	91	6	6	89	88
CC(C)(O)C#Cc1ccc(CN2CCN(Cc3ccccc3)C(CCO)C2)s1 (centres undefined)	103	96	2	2	94	10	97	3	-14	96	99
CCn1c(Nc2ccccc2Cl)nc2ccccc21	94	92	10	-8	93	15	98	22	3	95	94
Cc1ccc2nc(NC(=O)CSCc3ccccc3)sc2c1	101	102	13	.	97	21	102	9	-15	101	101
CC12C(=O)N(Cc3ccco3)C(=O)C1C1c3ccccc3C2c2ccccc21 (centres undefined)	93	100	6	8	97	5	99	12	-5	97	94
CC1CCCN(C(=O)COc2ccc(Nc3ccccc3)cc2)C1 (centres undefined)	97	97	9	-19	95	15	97	21	-40	96	96
CN1CCN(C(=O)C2=C[C@@H](c3ccc4c(c3)OCO4)C[C@@H](OCc3ccc(CO)cc3)O2)CC1	104	96	6	.	97	19	101	8	-5	98	99
O=[N+]([O-])c1ccc(CN2CCOCCOCCOCC2)cc1	99	98	16	-8	100	14	101	4	-1	99	99

High-throughput results: PubChem, several laboratories
